Compound activity from PubChem.
EPAC2 agonist: activates human EPAC2 exchange factor; EPAC2 activation, biochemical qHTS; response scale: 100% = 6.5 mM cAMP response; Potency, µM (doses to about 154 µM), for the others: top-dose activation, actives largely listed as activators; actives 0.079% (n = 360,000); note: potency is the fitted concentration of half-maximal effect; nearly all actives have a fitted effect of over 50% in size
Target sequence (Q8WZA2 whole entry, looked up): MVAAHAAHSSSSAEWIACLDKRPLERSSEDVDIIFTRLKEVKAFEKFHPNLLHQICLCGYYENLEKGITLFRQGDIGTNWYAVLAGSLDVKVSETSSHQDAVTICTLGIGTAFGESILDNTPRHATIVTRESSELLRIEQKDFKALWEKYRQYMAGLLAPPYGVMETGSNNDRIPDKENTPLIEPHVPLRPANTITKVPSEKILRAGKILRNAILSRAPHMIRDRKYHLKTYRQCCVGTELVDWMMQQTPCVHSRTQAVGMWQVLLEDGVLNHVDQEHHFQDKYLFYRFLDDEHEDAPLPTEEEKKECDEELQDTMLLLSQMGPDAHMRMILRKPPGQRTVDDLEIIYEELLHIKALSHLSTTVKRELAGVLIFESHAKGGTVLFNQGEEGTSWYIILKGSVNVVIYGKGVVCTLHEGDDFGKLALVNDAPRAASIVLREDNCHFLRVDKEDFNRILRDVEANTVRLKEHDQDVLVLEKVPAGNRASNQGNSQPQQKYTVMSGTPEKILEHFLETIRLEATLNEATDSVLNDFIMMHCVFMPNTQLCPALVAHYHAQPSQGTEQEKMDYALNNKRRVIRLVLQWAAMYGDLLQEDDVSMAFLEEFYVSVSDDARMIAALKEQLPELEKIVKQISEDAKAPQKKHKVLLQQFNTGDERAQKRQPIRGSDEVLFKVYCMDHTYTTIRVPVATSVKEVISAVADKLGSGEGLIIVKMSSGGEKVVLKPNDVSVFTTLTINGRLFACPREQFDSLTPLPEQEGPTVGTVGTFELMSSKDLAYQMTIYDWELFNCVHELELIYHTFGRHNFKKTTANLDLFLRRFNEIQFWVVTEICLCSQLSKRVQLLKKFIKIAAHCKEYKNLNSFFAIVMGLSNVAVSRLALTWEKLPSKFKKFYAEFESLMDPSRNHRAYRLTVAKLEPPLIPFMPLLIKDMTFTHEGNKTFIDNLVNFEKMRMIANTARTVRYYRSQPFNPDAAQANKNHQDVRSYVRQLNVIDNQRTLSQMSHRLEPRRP
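Setup: EPAC2 100 nM, labeled Rap1B complex 250 nM, free GDP 50 uM. Compound titrations pinned in, brief spin, 5 min room temperature incubation. Kinetic fluorescence read over 30 min, normalized to 6.5 mM cAMP.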
Nrf2 inh: Nrf2 pathway inhibition; actives 2.1% (n = 360,000); AID 504444; Potency, µM (highest dose often 46 µM), inactives show at the highest dose activity change, negative = inhibition, actives largely listed as inhibitors; A549 ARE-Fluc reporter, luciferase luminescence, 18-24 h; note: potency is the fitted concentration of half-maximal effect; % is set by controls: 0 for no effect and ±100 for the full control effect; nearly all actives have a fitted effect of over 60% in size
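Reporter: ARE-Fluc in A549. Exposure: 18-24 h, 37 °C, 5% CO2, 5% FBS OPTI-MEM. Readouts: fluorescent cytotoxicity (CellTiter-Fluor), then luminescent Nrf2 signal after BugLite.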
CCT modulator: modulators of cytosolic chaperonin (CCT/TRiC) activity; activity change, % (concentration not given with the values), hits read low; actives 0.3% (n = 360,000); purified chaperonin ATPase assay, HTRF ADP detection, 30 min; in the data active = activity change below about -30%; note: % is set by controls: 0 for no effect and ±100 for the full control effect
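TRiC (40 or 20 nM final, by batch activity) in 30 mM Tris pH 7.4, 100 mM KCl, 5 mM MgCl2, 1 mM DTT was treated with compound at 76 uM single dose, then 10 uM ATP, 30 min at 37 °C. ADP was read by HTRF Transcreener.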
TGFb inhibitor: TGF-b pathway inhibition. AID 588855. actives 1.2% (n = 410,000). Potency, µM (top dose mostly 46.1 µM), for inactives: at the highest dose activity, negative = inhibition, most hits filed as inhibitors. HepG2 CAGA-GFP TGF-b/SMAD3 reporter, GFP fluorescence, 18 h; TGF-beta stimulated, 500 pg/mL final; note: potency is the fitted concentration of half-maximal effect; % is set by controls: 0 for no effect and ±100 for the full control effect; nearly all actives have a fitted effect of over 65% in size
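GFP signal (ex488/em500-530) from TGF-beta-stimulated HEPG2 CAGA-GFP cells, 500 pg/mL final, 18 h at 37 degrees C in DMEM plus 1% FBS, normalized to unstimulated and DMSO-stimulated controls.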
Akt phos inh: inhibitors of Akt phosphorylation; Neuro2A IGF-stimulated pAkt S473 HTRF, 20 min; stronger effect = lower value; activity change, % for hits at 50 µM; actives 0.32% (n = 360,000); AID 651550; in the data active = activity change below about -80%; inconclusive = mostly about -51% to -80%; note: % is set by controls: 0 for no effect and ±100 for the full control effect
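Neuro2A cells in DMEM with 0.5% FBS, overnight at 37 deg C, given compound at single 50 µM final, then IGF (6 nM final) for 20 min at 37 deg C. Lysed; phospho-Akt Ser473 by HTRF after 24 h, 665/615 ratio.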
MmCpn inh: blocks the Methanococcus maripaludis chaperonin Mm-Cpn; Potency, µM (doses to about 76.9 µM), for inactives: at the highest dose activity, negative = inhibition, hits mostly inhibitors; purified Mm-Cpn ATPase, ADP Transcreener TR-FRET; actives 0.031% (n = 330,000); note: potency is the fitted concentration of half-maximal effect; % is set by controls: 0 for no effect and ±100 for the full control effect; nearly all actives have a fitted effect of over 80% in size
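ATP (10 uM final) was added to archaeal chaperonin (25 nM final) after 10 min exposure to test compound at 37°C; after 30 min further incubation, ADP was detected by competitive TR-FRET.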
Nrf2 activator: activates Nrf2 signaling. AREc32 ARE-luciferase reporter (MCF7-derived line), luminescence, 24 h. Potency, µM (titrated, usually from 46.1 µM), inactives show top-dose activation, actives largely listed as activators. AID 624171. actives 0.31% (n = 410,000); note: potency is the fitted concentration of half-maximal effect; % of control where 0% means no effect; nearly all actives have a fitted effect of over 65% in size
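ARE-driven firefly luciferase activity in AREc32 cells measured after a 24 hr compound exposure at 37 deg C, using Steady-Glo reagent and a 30 min room-temperature hold.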
EPAC2 antag: antagonists of human EPAC2 | Potency, µM (highest dose often 114 µM), without a hit: top-dose activity, negative = inhibition, actives largely listed as inhibitors | actives 0.18% (n = 360,000) | EPAC2 GEF exchange of Rap1B-BODIPY-GDP, fluorescence; note: potency is the fitted concentration of half-maximal effect; % is set by controls: 0 for no effect and ±100 for the full control effect; nearly all actives have a fitted effect of over 45% in size; many of its hits are not listed in these tables
A549 tox: A549 cytotoxicity, counter-screen for Nrf2 inhibitors; A549 ARE-Fluc cells, CellTiter-Fluor viability, 18-24 h; Potency, µM (top dose mostly 46 µM), inactives show at the highest dose activity change, negative = cytotoxicity, usual class: inhibitors; actives 0.16% (n = 390,000); AID 504648; note: potency is the fitted concentration of half-maximal effect; % is set by controls: 0 for no effect and ±100 for the full control effect
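Cytotoxicity counterscreen: CellTiter-Fluor fluorescence was measured in A549 ARE_Fluc cells after 18-24 h of compound exposure in a concentration series. The subsequent BugLite luminescent read reports ARE-luciferase activity.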
Numbers without * were called inactive; [ ] = another dose, or the depositor's remark. Unless noted, calls come from the whole dose curve; as a rule, active = well fitted curve in the direction sought with a large enough effect; inconclusive = small, poorly fitted or top-dose-only effect, or another doubt; inactive = no such curve, though single readings can be large; an effect the other way counts as inactive or inconclusive. These rows are one share of the data; rates above refer to the full screens.

What do the screens show for `CC(=O)Nc1ccc(NC(=O)C(C)OC(=O)c2ccc(C)s2)cc1` (configuration not stated)?
EPAC2 agonist: 15%; Nrf2 inh: -6%; CCT modulator: -2.2; TGFb inhibitor: 2%; Akt phos inh: inactive; MmCpn inh: 2%; Nrf2 activator: -0.2%; EPAC2 antag: 0%; A549 tox: 4%

What do the screens show for `O=C(CSc1nc2ccccc2[nH]1)NC1CCS(=O)(=O)C1` (configuration not stated)?
EPAC2 agonist: -4%; Nrf2 inh: 9%; CCT modulator: 1.5; TGFb inhibitor: -11%; Akt phos inh: inactive; MmCpn inh: 0%; Nrf2 activator: -0.3%; EPAC2 antag: 9%; A549 tox: -3%

Results for CCN(CC)c1ccc(C(=O)NNC(=O)C2CSC3(C)CCC(=O)N23)cc1 (configuration not stated) ?
EPAC2 agonist: 5%; Nrf2 inh: -11%; CCT modulator: -2.1; TGFb inhibitor: 0%; Akt phos inh: inactive; MmCpn inh: 0%; Nrf2 activator: 0.2%; EPAC2 antag: 4%; A549 tox: 4%

What do the screens show for `Cc1nc2ccc(C(=O)N/N=C/c3ccccc3O)cc2[nH]1`?
EPAC2 agonist: 2%; Nrf2 inh: 9%; CCT modulator: -0.1; TGFb inhibitor: 2%; Akt phos inh: inactive; MmCpn inh: -1%; Nrf2 activator: -0.1%; EPAC2 antag: -1%; A549 tox: -2%

How did COC(=O)c1ccc(NC(=O)CSc2nnc(COc3c(C)cccc3C)o2)cc1 do in these assays?
EPAC2 agonist: 0%; Nrf2 inh: 4%; CCT modulator: 3.1; TGFb inhibitor: 19%; Akt phos inh: inactive; MmCpn inh: 0%; Nrf2 activator: -0.1%; EPAC2 antag: 5%; A549 tox: 4%

How did CC(=O)c1ccc(N2CCN(C(=O)CCS(=O)(=O)c3ccc4c(c3)NC(=O)CS4)CC2)cc1 do in these assays?
EPAC2 agonist: 11%; Nrf2 inh: -1%; CCT modulator: 0.5; TGFb inhibitor: 0%; MmCpn inh: 0%; Nrf2 activator: 5.9%; EPAC2 antag: 0%; A549 tox: 2%

Results for O=C(CN1C(=O)NC2(CCCC2)C1=O)NNC(=O)c1ccc(Br)cc1 ?
EPAC2 agonist: 0%; Nrf2 inh: -18%; CCT modulator: -0.6; TGFb inhibitor: -20%; Akt phos inh: inactive; MmCpn inh: 1%; Nrf2 activator: 0.2%; EPAC2 antag: 12%; A549 tox: -4%

Results for Cc1cccc(NC(=S)N(CCCN(C)C)Cc2cc3cc4c(cc3[nH]c2=O)OCO4)c1 ?
EPAC2 agonist: 16%; Nrf2 inh: -9%; CCT modulator: -0.2; TGFb inhibitor: 4%; Akt phos inh: inactive; MmCpn inh: 0%; Nrf2 activator: 2.5%; EPAC2 antag: 0%; A549 tox: -14%

How did COc1cccc(CNC(=O)c2ccc3c(c2)sc2nc(-c4ccccc4)cn23)c1OC do in these assays?
Nrf2 inh: -6%; TGFb inhibitor: inconclusive; Nrf2 activator: 10%; A549 tox: 2%

What do the screens show for `Cc1ccc(-c2nc(SCC(=O)NCC3CCCO3)c(-c3ccccc3)[nH]2)cc1` (configuration not stated)?
EPAC2 agonist: -4%; Nrf2 inh: 8%; CCT modulator: 0.7; TGFb inhibitor: inconclusive; Akt phos inh: inactive; MmCpn inh: 4%; Nrf2 activator: -0.4%; EPAC2 antag: -13%; A549 tox: -5%

How did CSc1cccc(NC(=S)N2CCC(N(C)C3CCCCC3)CC2)c1 do in these assays?
EPAC2 agonist: 0%; Nrf2 inh: 4%; CCT modulator: -1.7; TGFb inhibitor: -11%; Akt phos inh: inactive; MmCpn inh: 0%; Nrf2 activator: 0.5%; EPAC2 antag: 2%; A549 tox: -1%

How did CC1CN(C(=S)NC2CCCC2)CC(C)O1 (configuration not stated) do in these assays?
EPAC2 agonist: 8%; Nrf2 inh: -4%; CCT modulator: 0.1; TGFb inhibitor: 1%; Akt phos inh: inactive; MmCpn inh: -1%; Nrf2 activator: 0.3%; EPAC2 antag: -1%; A549 tox: 2%

Results for CCC1=C(c2ccc(C)cc2)S(=O)(=O)N=C1N1CCC(C(=O)N2CCCCC2)CC1 ?
Nrf2 inh: -5%; TGFb inhibitor: -2%; Nrf2 activator: 1.2%; A549 tox: -7%

What do the screens show for `C[C@@H]1NC(=O)c2cc([N+](=O)[O-])cc(F)c2NCCC[C@@H](C(N)=O)NC(=O)[C@H](CC(N)=O)NC1=O`?
EPAC2 agonist: 5%; Nrf2 inh: 2%; CCT modulator: -0.7; TGFb inhibitor: inconclusive; Akt phos inh: inactive; MmCpn inh: -5%; Nrf2 activator: -1.3%; EPAC2 antag: 4%; A549 tox: -19%

What do the screens show for `Cc1ccc(NC(=S)N(CCCN2CCOCC2)Cc2ccco2)cc1`?
EPAC2 agonist: -2%; Nrf2 inh: -2%; CCT modulator: 2.2; TGFb inhibitor: -5%; Akt phos inh: inactive; MmCpn inh: 0%; Nrf2 activator: 1.6%; EPAC2 antag: -3%; A549 tox: 4%

What do the screens show for `CC(=O)c1c(C)[nH]c(C(=O)Nc2cccc(C)n2)c1C`?
EPAC2 agonist: 2%; Nrf2 inh: inconclusive; CCT modulator: 0.6; TGFb inhibitor: 23%; Akt phos inh: inactive; MmCpn inh: -4%; Nrf2 activator: -0.7%; EPAC2 antag: 4%; A549 tox: 0%

How did COc1ccccc1C1C(C(=O)c2sc(C)nc2C)=C(O)C(=O)N1CCN1CCOCC1 (configuration not stated) do in these assays?
EPAC2 agonist: 2%; Nrf2 inh: inconclusive; CCT modulator: -3.4; TGFb inhibitor: -22%; Akt phos inh: inactive; MmCpn inh: -3%; Nrf2 activator: 7.5%; EPAC2 antag: 6%; A549 tox: 0%

How did O=C(c1cc(-c2ccc(F)cc2)on1)N1CCCCCC1 do in these assays?
EPAC2 agonist: 20%; Nrf2 inh: inconclusive; CCT modulator: -1.9; TGFb inhibitor: 2%; Akt phos inh: inactive; MmCpn inh: 5%; Nrf2 activator: 0.3%; EPAC2 antag: -5%; A549 tox: 5%

Results for Cc1ccc(C(=O)c2cnc3cc4c(cc3c2S(=O)(=O)c2ccccc2)OCCO4)cc1 ?
EPAC2 agonist: 3%; Nrf2 inh: inconclusive; CCT modulator: 1.0; TGFb inhibitor: 12%; Akt phos inh: inactive; MmCpn inh: inconclusive; Nrf2 activator: 13µM*; EPAC2 antag: -3%; A549 tox: 3%

What do the screens show for `O=C1CC(SCc2nc3ccccc3[nH]2)C(=O)N1c1cccc(Cl)c1` (configuration not stated)?
EPAC2 agonist: 3%; Nrf2 inh: -19%; CCT modulator: -1.8; TGFb inhibitor: -4%; Akt phos inh: inactive; MmCpn inh: 0%; Nrf2 activator: 2.9%; EPAC2 antag: 1%[57.1 µM]; A549 tox: -11%

Among those listed so far, 2 have an aryl methoxy group.
How did COc1cccc(CNC(=O)c2ccc3c(c2)sc2nc(-c4ccccc4)cn23)c1OC do in these assays?
Nrf2 inh: -6%; TGFb inhibitor: inconclusive; Nrf2 activator: 10%; A549 tox: 2%

How did COc1ccccc1C1C(C(=O)c2sc(C)nc2C)=C(O)C(=O)N1CCN1CCOCC1 (configuration not stated) do in these assays?
EPAC2 agonist: 2%; Nrf2 inh: inconclusive; CCT modulator: -3.4; TGFb inhibitor: -22%; Akt phos inh: inactive; MmCpn inh: -3%; Nrf2 activator: 7.5%; EPAC2 antag: 6%; A549 tox: 0%

Additional structures
What do the screens show for `COc1ccc(S(=O)(=O)NC(C)C(=O)Nc2ccccc2F)cc1` (configuration not stated)?
EPAC2 agonist: 7%; Nrf2 inh: 9%; CCT modulator: -3.8; TGFb inhibitor: 9%; Akt phos inh: inactive; MmCpn inh: 0%; Nrf2 activator: -0.8%; EPAC2 antag: 10%; A549 tox: 3%

What do the screens show for `Oc1oc(-c2ccccc2)nc1C=NCc1ccccc1`?
EPAC2 agonist: 24%; Nrf2 inh: -4%; CCT modulator: -2.5; TGFb inhibitor: -8%; MmCpn inh: 1%; Nrf2 activator: 0.4%; EPAC2 antag: 0%; A549 tox: -8%

What do the screens show for `Cc1ccc(S(=O)(=O)c2cccc(S(=O)(=O)N3CCCC3)c2)cc1S(=O)(=O)N1CCCC1`?
EPAC2 agonist: 7%; Nrf2 inh: 8.2µM*; CCT modulator: -0.5; TGFb inhibitor: -13%; Akt phos inh: inactive; MmCpn inh: 0%; Nrf2 activator: 0.0%; EPAC2 antag: -6%; A549 tox: -26%

How did Cc1ccc(S(=O)(=O)N(CC(=O)Nc2cccc([N+](=O)[O-])c2)C2CCCCC2)cc1 do in these assays?
EPAC2 agonist: -24%; Nrf2 inh: -27%; CCT modulator: -3.0; TGFb inhibitor: inconclusive; Akt phos inh: inactive; MmCpn inh: -1%; Nrf2 activator: 3.9%; EPAC2 antag: -13%; A549 tox: -13%

Results for CCOCCn1c(SCC)nc2c1c(=O)[nH]c(=O)n2C ?
EPAC2 agonist: 10%; Nrf2 inh: -15%; CCT modulator: -7.5; TGFb inhibitor: 21%; Akt phos inh: inactive; MmCpn inh: -1%; Nrf2 activator: 0.0%; EPAC2 antag: -4%; A549 tox: 6%

Results for O=C(Nc1ccc(NC(=O)c2cccs2)cc1)c1cccnc1 ?
EPAC2 agonist: 6%; Nrf2 inh: 0%; CCT modulator: -1.1; TGFb inhibitor: -18%; Akt phos inh: inactive; MmCpn inh: -11%; Nrf2 activator: 0.0%; EPAC2 antag: 14%; A549 tox: 0%
